Source: PubChem BioAssay (The Scripps Research Institute Molecular Screening Center)
PAD4 FP inh – blocks human protein arginine deiminase 4 | Q9UM07 | recombinant PAD4, RCA probe fluorescence polarization | inhibition, % at 6.36 µM | 330,000 compounds, 0.41% hits | AID 485272;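 active = percent inhibition above a cutoff equal to the mean of all tested compounds plus 3 SD, cut at about 15% in these data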;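 note: 0% = PAD4 with RCA probe and DMSO and 100% = probe without PAD4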
pPAFAH inh – inhibitors of human plasma PAF acetylhydrolase (pPAFAH); Q13093; inhibition, % at 3.39 µM; recombinant pPAFAH, FP-rhodamine probe fluorescence polarization; 330,000 compounds, 1.5% hits; AID 463082;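 active = inhibition above the mean inhibition across the screen plus 3 SD, cut at about 25% in these data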;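 note: inhibitors block binding of the rhodamine activity-based probe so polarization drops; 0% = enzyme with DMSO and 100% = wells lacking pPAFAH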
PAFAH2 FP inh – PAFAH2 (human) inhibition | Q99487 | recombinant PAFAH2, FP-rhodamine activity probe, fluorescence polarization | inhibition, % at 3.39 µM | 340,000 compounds, 0.99% hits | AID 492956;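 active = inhibition above the mean over all tested compounds plus 3 SD, cut at about 30% in these data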;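 note: inhibitors block probe labeling of enzyme so polarization drops; 0% = enzyme with DMSO and 100% = wells lacking PAFAH2 protein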
PAFAH1B3 inh – blocks human PAF acetylhydrolase 1B catalytic subunit 3; inhibition, % at 3.39 µM; recombinant PAFAH1B3, FP-rhodamine probe, fluorescence polarization; Q15102; 340,000 compounds, 0.28% hits;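 active = inhibition above the screen-wide average of all tested compounds plus 3 SD, cut at about 25% in these data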;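 note: 0% = enzyme with DMSO only and 100% = wells lacking PAFAH1B3 protein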
Target sequence (Q15102 whole entry, looked up): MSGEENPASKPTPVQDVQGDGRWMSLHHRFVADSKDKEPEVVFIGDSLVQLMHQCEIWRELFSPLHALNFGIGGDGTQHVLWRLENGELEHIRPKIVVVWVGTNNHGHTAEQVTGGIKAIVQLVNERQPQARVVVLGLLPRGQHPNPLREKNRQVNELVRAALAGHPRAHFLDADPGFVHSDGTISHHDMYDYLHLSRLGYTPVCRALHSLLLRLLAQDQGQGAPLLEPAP
GSTO1 inh – blocks human GSTO1 in RBBP9 counter-screen; inhibition, % at 5.96 µM; 300,000 compounds, 1.1% hits; AID 1974; P78417; recombinant GSTO1, activity-based probe fluorescence polarization;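 active = inhibition above the campaign mean inhibition plus 3 SD, cut at about 35% in these data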;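 note: 0% = GSTO1-1 with DMSO and 100% = wells lacking GSTO1-1 enzyme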
Target sequence (P78417 whole entry, looked up): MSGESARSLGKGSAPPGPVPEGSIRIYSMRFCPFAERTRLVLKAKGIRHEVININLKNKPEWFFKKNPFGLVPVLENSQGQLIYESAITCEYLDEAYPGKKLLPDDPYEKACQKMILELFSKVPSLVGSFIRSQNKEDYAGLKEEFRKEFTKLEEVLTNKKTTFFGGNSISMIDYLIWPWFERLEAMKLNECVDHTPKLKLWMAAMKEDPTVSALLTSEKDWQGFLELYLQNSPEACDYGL
PAFAH1B2 FP inh – PAFAH1B2 (human) inhibition; P68402; recombinant PAFAH1B2, FP-rhodamine activity probe, fluorescence polarization; inhibition, % at 3.39 µM; 340,000 compounds, 1.2% hits; AID 492953;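 active = inhibition above the mean of all tested compounds plus 3 SD, cut at about 24% in these data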;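 note: 0% = enzyme with DMSO and 100% = wells lacking PAFAH1B2; many of its hits are not listed in these tables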
LYPLA2 counter – LYPLA2 (human) inhibition in PME1 counter-screen; inhibition, % at 5.9 µM; O95372; recombinant LYPLA2, FP-Rh probe fluorescence polarization; AID 2177; 320,000 compounds, 0.38% hits;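 active = inhibition above the screen-wide mean plus 3 SD, limit set per campaign, cut at about 26% in these data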;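 note: 0% = LYPLA2 with DMSO and 100% = wells lacking LYPLA2 enzyme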
Target sequence (O95372 whole entry, looked up): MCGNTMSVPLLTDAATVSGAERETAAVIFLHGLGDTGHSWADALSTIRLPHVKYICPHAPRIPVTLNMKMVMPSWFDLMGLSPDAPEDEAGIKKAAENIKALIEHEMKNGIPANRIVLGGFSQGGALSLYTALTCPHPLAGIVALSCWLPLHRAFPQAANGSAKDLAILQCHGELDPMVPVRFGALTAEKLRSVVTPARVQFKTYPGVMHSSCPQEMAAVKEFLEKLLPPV
PREPL inhibitor – inhibitors of human prolyl oligopeptidase-like enzyme PREPL. recombinant PREPL, fluorescence polarization activity-based probe. inhibition, % at 5.96 µM. 320,000 compounds, 0.68% hits; in the data active = inhibition above about 43%;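 note: 0% = enzyme with DMSO and 100% = wells lacking enzyme; many of its hits are not listed in these tables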
LYPLA1 inh – LYPLA1 (human) inhibition in PME1 counter-screen. inhibition, % at 5.9 µM. recombinant LYPLA1, FP-Rh probe fluorescence polarization. 320,000 compounds, 0.16% hits. O75608;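 active = inhibition above the mean of all tested compounds plus 3 SD, set per campaign, cut at about 14% in these data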;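 note: inhibitors block serine hydrolase probe labeling of LYPLA1 so polarization falls; 0% = enzyme with DMSO and 100% = wells lacking LYPLA1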
Target sequence (O75608 whole entry, looked up): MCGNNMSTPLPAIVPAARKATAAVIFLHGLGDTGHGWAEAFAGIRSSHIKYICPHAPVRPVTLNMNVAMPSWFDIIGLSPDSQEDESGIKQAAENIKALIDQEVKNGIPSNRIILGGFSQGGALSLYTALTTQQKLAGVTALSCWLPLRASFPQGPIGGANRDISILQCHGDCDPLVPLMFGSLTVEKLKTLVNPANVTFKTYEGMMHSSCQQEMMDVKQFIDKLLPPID
* = called active by the depositor; / = not tested or not shown. These rows are one share of the data, so the mix of outcomes need not match the whole.

SMILES | PAD4 FP inh | pPAFAH inh | PAFAH2 FP inh | PAFAH1B3 inh | GSTO1 inh | PAFAH1B2 FP inh | LYPLA2 counter | PREPL inhibitor | LYPLA1 inh
CCOc1ccc(NC(=O)COc2cccc3c2CCN(Cc2cccnc2)C3=O)cc1 | -2 | 3 | -6 | 1 | -8 | 3 | 9 | 10 | 7
Cc1[nH]c(=O)[nH]c(=O)c1Cc1cccc2ccccc12 | -8 | -5 | 0 | 1 | 1 | 6 | 0 | -15 | -2
COc1ccc(C)cc1N(CC(=O)Nc1ccc(S(=O)(=O)N2CCOCC2)cc1)S(C)(=O)=O | 3 | 3 | 4 | 0 | -3 | 4 | 3 | 1 | 2
CC(C)CCNC(=O)c1c(CSc2ccc(Cl)cc2)noc1C(=O)NCc1ccccc1 | -3 | 1 | -2 | 6 | 0 | -2 | -9 | 3 | 1
CC(O)CNCc1cccc2ccccc12 (centres undefined) | -2 | -7 | 2 | 3 | 5 | 5 | -2 | 10 | 2
CC1(C)Cc2c(sc3ncnc(NNC(=S)NCc4ccccc4)c23)CO1 | -1 | 2 | 10 | 3 | 2 | 6 | 5 | 5 | 1
CCc1nn(C(C)C(=O)NCCN2CCCCCC2)c(=O)c2cc3occc3n12 (centres undefined) | 0 | 3 | -1 | 9 | 7 | -1 | -1 | 8 | -8
COc1ccc(C(=O)NCc2nnc(SCC(=O)c3ccccc3)n2C)cc1OC | -2 | 4 | 6 | 4 | 8 | 2 | 1 | 7 | 2
O=C(Cn1cc2c(n1)CCCC2)NCc1cccnc1 | 1 | 2 | 3 | 12 | 3 | -3 | -2 | 0 | -2
Cc1cc([N+](=O)[O-])cc(/C=N\NC(=O)C2COc3ccccc3O2)c1O (centres undefined) | 6 | 14 | -7 | 9 | 11 | 4 | 13 | 19 | 5
O=C(Nc1cccc(S(=O)(=O)N2CCCC2)c1)c1ccco1 | -2 | 4 | 1 | 0 | / | -1 | / | 11 | /
CN1CCC(N(C)C(=S)NCCc2ccccc2)CC1 | 5 | 1 | 3 | 5 | -1 | 1 | 9 | 5 | 7
CSc1ccc(C2C3(C#N)C(N)=NC4(OCCO4)C23C#N)cc1 (centres undefined) | -8 | 0 | 2 | 10 | 4 | -2 | -1 | -3 | -2
O=C(COC(=O)C1CC1)Nc1ccccc1Sc1ccccc1 | 1 | 13 | 22 | 4 | -2 | -1 | -1 | -1 | 0
C[C@H](NC(=O)c1nc[nH]c1C(=O)N[C@@H](Cc1ccccc1)C(=O)OCc1ccccc1)C(=O)OC(C)(C)C | 4 | 2 | -16 | 4 | -5 | -7 | -21 | -22 | -11
OCCCCNCc1ccc(OCc2ccccc2Cl)cc1 | 0 | 6 | -7 | 5 | -7 | 5 | 9 | 17 | -1
CN1CCN(S(=O)(=O)c2cccc(C(=O)Nc3sccc3C(N)=O)c2)CC1 | -3 | 12 | 3 | 15 | / | 9 | -8 | 8 | -5
Cc1ccccc1NC(=O)CNc1ccc(Cl)c(C(F)(F)F)c1 | -6 | 7 | 0 | 4 | 9 | 5 | 16 | -4 | -5
COC(=O)[C@@H]1C[C@@]2(O)[C@@H](O)[C@@H](O)[C@@H](O)C[C@H]2N1CC(c1ccccc1)c1ccccc1 | 1 | 1 | -6 | 0 | 9 | 9 | -3 | 1 | -3
Cc1c(CC(=O)O)c(=O)oc2cc(OCc3nn[nH]n3)ccc12 | -3 | 0 | 9 | 3 | 4 | -3 | -6 | -4 | 3
CC1CCN(S(=O)(=O)c2ccc(C(=O)NCc3cccnc3)cc2)CC1 | -1 | 3 | 3 | 4 | -8 | 8 | 0 | 7 | 0
COc1cccc(NC(=O)C(OC(=O)c2cnc(C)cn2)c2ccccc2)c1 (centres undefined) | 2 | 7 | 0 | 0 | -4 | -1 | -3 | -2 | -5
COc1ccc(C)cc1S(=O)(=O)N(CC(=O)N1CCCC1)c1ccc(C)cc1 | -5 | 4 | 4 | 5 | 2 | 3 | 1 | 0 | 1
O=C(CSc1nc(-c2ccccc2)cs1)NCCN1C(=O)CSC1=O | 2 | 8 | -1 | 2 | 5 | 1 | -3 | 2 | 2
Cc1cc(=O)[nH]c(SCc2ccccc2)n1 | -6 | -2 | 3 | 5 | -7 | 0 | 4 | 13 | -1
O=C(O)/C=C/C(=O)Nc1ccc(C(=O)c2ccccc2)cc1 | -1 | 1 | 5 | 0 | -11 | 6 | 2 | -5 | -3
CN(C)C(=O)c1nc2ccc(Cl)cn2c1CNCc1cccc(OC(F)(F)F)c1 | 3 | 28* | -1 | 9 | -5 | 1 | 4 | -2 | -2
COc1cc(Cl)c(C)cc1NC(=O)CSC1=NCCS1 | 3 | 1 | 6 | 6 | / | 7 | / | 4 | /
COc1ccc([C@H]2CC(=O)C=C(c3ccc(C(=O)O)cc3)C2)cc1OC | 3 | 0 | 2 | 5 | / | 5 | -2 | 7 | -1
COCCCNc1nc2c(c(=O)n(C)c(=O)n2C)n1Cc1cccc(OC)c1 | 2 | 3 | 0 | -3 | 3 | 1 | -3 | 14 | 1
Cc1cc(C(=O)Nc2ccccn2)cs1 | 0 | 9 | -5 | 2 | -2 | 11 | 9 | 4 | -1
O=C(O/N=C1\CCS(=O)(=O)c2sccc21)c1ccc(F)cc1 | -1 | 2 | 52* | -2 | 5 | 3 | 5 | 25 | 0
Cc1cccc(NC(=O)CCc2ccc(C)o2)c1 | -2 | 4 | -6 | 4 | 2 | 2 | -2 | 4 | 2
O=C(N/N=C/c1ccccc1O)C1CC(=O)N(c2ccc(F)cc2)C1 (centres undefined) | 4 | 8 | 4 | 11 | 6 | 2 | -2 | -1 | 1
CCOC(=O)c1[nH]cnc1C(=O)Nc1cccc(Cl)c1 | 0 | 2 | 3 | -3 | -6 | 3 | -6 | -12 | -5
CNC(=O)COC(=O)/C=C/c1ccco1 | 3 | 5 | 0 | 6 | 10 | -4 | 7 | 8 | 4
CCOC(=O)c1nn(-c2ccccc2)c(=O)cc1OCC(=O)Nc1cc(C)ccc1C | -2 | 3 | 6 | 6 | 1 | -1 | 3 | -20 | 1
O=C(NCc1ccco1)C1CCN(S(=O)(=O)c2cccc([N+](=O)[O-])c2)CC1 | 4 | 4 | 7 | 3 | 10 | 5 | 4 | 3 | 3
CC1CCN(CC(O)COC2CC(C)CCC2C(C)C)CC1 (centres undefined) | -6 | 4 | 0 | 9 | -4 | 1 | 4 | -4 | 1
O=C(COc1ccc(S(=O)(=O)N2CCOCC2)cc1)NCCc1ccccc1 | 1 | 5 | 3 | 11 | 2 | 5 | -4 | 2 | 0
Cc1ccc(N(C(=O)c2csnn2)C(C(=O)NCc2ccccc2)c2ccccn2)cc1 (centres undefined) | -6 | 3 | 0 | -5 | 3 | 1 | 6 | 6 | 2
O=C(c1cccc([N+](=O)[O-])c1)N1CCN(c2ncccn2)CC1 | -1 | 1 | -3 | 8 | -3 | -2 | 13 | 14 | 5
Nc1c(Cl)cc(-c2csc(N3CCCC3c3nc4cc(Cl)c(N5CCCCC5)cc4n3CCCO)n2)cc1Cl (centres undefined) | -3 | 2 | -7 | 9 | 4 | 7 | -6 | 16 | -3
CCOc1ccc(NC(=O)CCc2nnc3ccc(N4CCC(C)CC4)nn23)cc1 | -3 | 4 | 5 | 11 | -1 | 6 | 6 | 6 | 6
CCOC(=O)Cn1cc(/C=N/N2C(=O)C3C4C=CC(C4)C3C2=O)c2ccccc21 (centres undefined) | 5 | 8 | -2 | -4 | 1 | 2 | 0 | 8 | 2
CCc1ccc(CNC(=O)C2CCC(=O)N2C2CCCCC2)cc1 (centres undefined) | -4 | 2 | -1 | 14 | 3 | 0 | 8 | 18 | 5
Cc1ccccc1N1CCN(S(=O)(=O)c2nnc(NC(=O)c3ccco3)s2)CC1 | -4 | 7 | 1 | 8 | -47 | -9 | 5 | -14 | -2
Cc1cccc(C)c1NC(=O)CCCCCC1NC(=O)NC1C (centres undefined) | -1 | 2 | -2 | 3 | -1 | 0 | 7 | 7 | 5
Cc1ccc(OCC(=O)NCCCNC(=O)c2cccnc2)cc1 | -4 | 6 | -1 | 0 | 1 | 3 | 0 | 4 | 0
O=C(CSc1nnc(-c2ccc(Br)cc2)n1CCc1ccccc1)NC1CCS(=O)(=O)C1 (centres undefined) | 3 | 2 | -4 | -1 | 8 | 13 | -2 | 5 | 0
CC1CCC2(CC1)NC(=O)N(CC(=O)c1cccn1C)C2=O (centres undefined) | 3 | 1 | 4 | -4 | 2 | 6 | 4 | 14 | 3
O=c1/c(=C/c2ccc([N+](=O)[O-])cc2)sc2n1CCCN=2 | -6 | 5 | 1 | 2 | -3 | 10 | -1 | 25 | 0
CC(C)CC(=O)N1CCN(Cc2ccc(Br)cc2)CC1 | -1 | 1 | -5 | 7 | -4 | 4 | -1 | -1 | -2
CCOC(=O)CN1C(=O)S/C(=C/c2ccc(OC)c([N+](=O)[O-])c2)C1=O | 1 | -4 | 12 | 11 | 4 | 4 | 2 | -7 | -4
O=C(CCc1ccccc1)Nc1cc(NC(=O)CCc2ccccc2)cc(C(=O)O)c1 | -3 | 4 | 1 | -6 | 10 | 23 | -6 | 6 | -3
Cc1ccc(C)c(OCCC(=O)OC(C)C(=O)Nc2c(C)n(C)n(-c3ccccc3)c2=O)c1 (centres undefined) | 3 | 4 | 1 | 8 | -5 | 6 | 5 | -5 | 1
O=C(NC(=S)Nc1ccccc1N1CCOCC1)c1ccccc1F | -1 | 6 | 1 | 9 | -2 | -3 | -3 | 6 | 0
COc1cc(C(=O)Sc2ccc(C)cc2)cc(OC)c1OC | 0 | 4 | 3 | -1 | 2 | -1 | 8 | -5 | 6
CCCC(=O)N1CCN(c2nc3c(OC)ccc(Cl)c3s2)CC1 | -5 | 6 | 4 | -4 | 0 | -6 | 8 | 9 | 4
CCOC(=O)N1CCC(NC(=O)C2CCCN(C(=O)N3CCOc4ccccc43)C2)CC1 (centres undefined) | 2 | 1 | 10 | 3 | -3 | 5 | -2 | 10 | 0

Some of these compounds in order of the PAD4 FP inh value, falling.
molecule	PAD4 FP inh	pPAFAH inh	PAFAH2 FP inh	PAFAH1B3 inh	PAFAH1B2 FP inh	PREPL inhibitor
CC(C)CC(=O)N1CCN(Cc2ccc(Br)cc2)CC1	-1	1	-5	7	4	-1
Cc1ccccc1N1CCN(S(=O)(=O)c2nnc(NC(=O)c3ccco3)s2)CC1	-4	7	1	8	-9	-14
Cc1ccc(N(C(=O)c2csnn2)C(C(=O)NCc2ccccc2)c2ccccn2)cc1 (centres undefined)	-6	3	0	-5	1	6

More structures follow:
SMILES | PAD4 FP inh | pPAFAH inh | PAFAH2 FP inh | PAFAH1B3 inh | GSTO1 inh | PAFAH1B2 FP inh | LYPLA2 counter | PREPL inhibitor | LYPLA1 inh
CC1=CC(C)(C)N2C(=O)C3(C(C#N)=C(N)Oc4cc(O)ccc43)c3c(C)c(C)cc1c32 (centres undefined) | 1 | -3 | -1 | 2 | -10 | -1 | -15 | 10 | -4
Cc1ccc(NC(=O)NNC(=O)c2cc3ccccc3cc2O)cc1 | -2 | 21 | -13 | 46* | -6 | 21 | -3 | 2 | -2
COc1ccc(-c2cc(C(=O)OCC(=O)N(C)C3CCS(=O)(=O)C3)c3ccccc3n2)cc1OC (centres undefined) | 1 | 1 | -27 | 8 | 7 | -1 | 4 | -4 | -3
COc1ccccc1CNC(=O)c1ccc(Cl)c(S(=O)(=O)N2CCCC2)c1 | 0 | 2 | 3 | 4 | / | 3 | / | 12 | /
